# EZH2 inh = inhibitors of human EZH2/PRC2 methyltransferase. Q15910. PRC2 H3K27 methylation, DELFIA TRF, 1 h. inhibition, % at 12.5 µM. hit rate 0.35% among 57,000;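 active = mean inhibition of replicates at least 50% and every single replicate also reaching 50%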;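 also: dimethyl H3K27 on biotinylated H3 21-44 peptide detected by antibody; plate controls were median neutral control wells for no effect and median positive control wells for full effect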
# IDH1 R132H inh = inhibitors of human IDH1 R132H; inhibition, % at 10 µM; hit rate 0.18% among 70,000; AID 624101; IDH1 R132H reductase, diaphorase/resazurin fluorescence, 60 min; in the data active = inhibition above about 34%;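 also: 0% = DMSO and 100% = no enzyme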
# Target sequence (O75874 whole entry R132H): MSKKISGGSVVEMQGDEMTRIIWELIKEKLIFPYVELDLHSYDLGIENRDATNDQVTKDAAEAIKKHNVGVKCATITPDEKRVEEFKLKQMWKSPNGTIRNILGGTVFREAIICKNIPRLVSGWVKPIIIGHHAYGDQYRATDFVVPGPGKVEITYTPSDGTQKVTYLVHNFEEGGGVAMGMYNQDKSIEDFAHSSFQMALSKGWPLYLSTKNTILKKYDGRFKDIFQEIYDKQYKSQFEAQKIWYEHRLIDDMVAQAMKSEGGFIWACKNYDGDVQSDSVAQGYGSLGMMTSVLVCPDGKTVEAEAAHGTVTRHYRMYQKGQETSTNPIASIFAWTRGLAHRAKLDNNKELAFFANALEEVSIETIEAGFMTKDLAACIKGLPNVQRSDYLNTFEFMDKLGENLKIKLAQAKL
# Starred values were filed as active, the others as inactive; . = not tested or not shown.
# Values run as follows: EZH2 inh	IDH1 R132H inh
> COc1ccc(NC(=O)N[C@H]2CC[C@H](CCn3cc(-c4ccccc4)nn3)O[C@@H]2CO)cc1
 : 5.4	0.3
> COC(=O)CCCCCCC(=O)N/N=C/[C@H](O)[C@@H](O)[C@H](O)[C@H](O)CO
 : 1.3	.
> COc1ccc(/C=N/NC(=O)CCCCCCC(=O)Nc2ccccc2O)c(OC)c1
 : 15.8	.
> COc1cccc(NC(=O)CN(C)S(=O)(=O)c2ccc3ccccc3c2)c1
 : 9.2	-0.5
> O=C(C[C@H]1CC[C@H](NC(=O)CCN2CCCCC2)[C@@H](CO)O1)Nc1nccs1
 : 9.4	0.3
> Cc1cccc(CN(C)C[C@H]2OCc3cn(nn3)CCCC(=O)N([C@H](C)CO)C[C@@H]2C)c1
 : 6.5	-0.6
> C[C@@H]1CN([C@H](C)CO)S(=O)(=O)c2ccc(C#CC3(O)CCCC3)cc2O[C@H]1CN(C)C(=O)c1ccccc1
 : -19.2	2.9
> COCCNC(=O)C[C@@H]1C[C@@H]2c3cc(N(C)C)ccc3O[C@@H]2[C@H](CO)O1
 : 11.4	-1.7
> O=C(C[C@@H]1C=C[C@@H](NC(=O)Nc2cc(F)ccc2F)[C@@H](CO)O1)NCCCN1CCOCC1
 : 2.5	0.2
> CCC(=O)N(C)C[C@H]1Oc2ncc(-c3ccc(C(=O)N(C)C)cc3)cc2C(=O)N([C@H](C)CO)C[C@H]1C
 : -3.0	1.1

# New compounds follow
# Values run as follows: EZH2 inh	IDH1 R132H inh
> O=C(COc1ccccc1)Nc1cccc(-c2nc3c(ccc4ccccc43)o2)c1
 : 4.1	0.3
> O=C(C[C@H]1C[C@@H]2c3cc(NC(=O)Nc4ccccc4F)ccc3O[C@@H]2[C@H](CO)O1)NCc1ccncc1
 : -2.2	-0.1
> Cc1ccc(S(=O)(=O)N(C)C[C@@H]2Oc3cc(-c4cccc(F)c4)ccc3S(=O)(=O)N([C@H](C)CO)C[C@H]2C)cc1
 : .	-0.2
> CC1CCC2(CC1)Oc1ccccc1C1CC(c3ccco3)=NN12 (centres undefined)
 : -15.4	4.5
> NC(=O)[C@@H]1[C@H]2C(=O)O[C@H](c3ccccc3)[C@H](c3ccccc3)N2[C@H](c2ccc(O)cc2)[C@@]12C(=O)Nc1ccc(C#CC3(O)CCCCCC3)cc12
 : -43.5	0.0
> Cc1noc(C)c1NC(=O)Nc1ccc2c(c1)C(=O)N([C@@H](C)CO)C[C@@H](C)[C@H](CN(C)Cc1ccc(Cl)c(Cl)c1)OCCCC[C@H](C)O2
 : .	0.0
> Cc1ccc(-c2cnc3c(c2)C(=O)N([C@H](C)CO)C[C@H](C)[C@@H](CN(C)S(C)(=O)=O)O3)cc1
 : 8.1	-5.3
> CCOC(=O)CN(c1c(C)cccc1C)S(C)(=O)=O
 : 5.6	-0.4
> C/C=C/c1ccc2c(c1)O[C@@H](CN(C)C(=O)NCCC)[C@H](C)CN([C@H](C)CO)S2(=O)=O
 : -2.8	1.4
> O=C(CCSc1nnc(-c2cccc([N+](=O)[O-])c2)o1)Nc1ccc(Br)cc1
 : 16.0	1.0

# The list goes on:
# Values run as follows: EZH2 inh	IDH1 R132H inh
> C[C@H]1CN([C@@H](C)CO)C(=O)c2cc(NC(=O)CCN3CCOCC3)ccc2O[C@H]1CN(C)Cc1ccc(Oc2ccccc2)cc1
 : .	-0.9
> C[C@@H]1CN([C@@H](C)CO)C(=O)c2cccc(NC(=O)Nc3ccccc3)c2O[C@@H]1CN(C)C(=O)Nc1ccc2c(c1)OCO2
 : .	-0.8
> Cc1ccc(OCC(=O)Nc2ccc(Cl)cc2)c(-n2nc3ccccc3n2)c1
 : .	0.1
> C[C@H]1CN([C@@H](C)CO)C(=O)c2ccccc2-c2ccccc2CO[C@H]1CN(C)S(C)(=O)=O
 : 3.7	.
> COc1ccc(-c2cnc3c(c2)C(=O)N([C@@H](C)CO)C[C@H](C)[C@@H](CN(C)C(=O)CN(C)C)O3)cc1
 : -6.2	-0.2
> C[C@@H]1CN([C@@H](C)CO)C(=O)c2cc(NC(=O)Nc3ccccc3)ccc2O[C@@H]1CN(C)Cc1ccc(Oc2ccccc2)cc1
 : .	0.1
> C[C@@H]1CN([C@H](C)CO)C(=O)c2cccc(NC(=O)C3CCCCC3)c2O[C@@H]1CN(C)CC1CCCCC1
 : -0.3	1.0
> COCC#Cc1ccc2c(c1)O[C@H](CN(C)C(=O)Nc1ccc(OC)cc1)[C@@H](C)CN([C@@H](C)CO)S2(=O)=O
 : 7.8	-7.0
> O=C(CCN1CCCCC1)N[C@H]1C=C[C@H](CC(=O)N2CCC(Cc3ccccc3)CC2)O[C@H]1CO
 : 22.4	-1.2
> CC(NS(=O)(=O)c1ccc(Cl)cc1)C(=O)Nc1cccc(Br)c1 (centres undefined)
 : 0.5	-0.6

# (continued)
# Values run as follows: EZH2 inh	IDH1 R132H inh
> COc1ccccc1NC(=O)N[C@H]1C=C[C@H](CC(=O)N[C@@H](C)c2ccccc2)O[C@@H]1CO
 : -2.1	-0.2
> O=C(C[C@@H]1CC[C@@H](NC(=O)Nc2ccccc2F)[C@H](CO)O1)NCc1ccc(Cl)cc1
 : 2.4	-0.1
> C[C@H](CO)N1C[C@H](C)[C@H](CN(C)Cc2ccc(-c3ccccc3)cc2)Oc2ncc(C#CCN(C)C)cc2C1=O
 : -17.2	-2.5
> Cc1ccc(S(=O)(=O)Nc2ccc3c(c2)C(=O)N([C@@H](C)CO)C[C@H](C)[C@H](CN(C)CC2CCCCC2)OCCCC[C@@H](C)O3)cc1
 : .	1.5
> COc1ccccc1-c1cnc2c(c1)C(=O)N([C@H](C)CO)C[C@H](C)[C@H](CN(C)Cc1cccnc1)O2
 : -8.3	-2.2
> O=C(Nc1ccc(Cl)c(Cl)c1)N[C@H]1CC[C@@H](CCNC(=O)c2ccc(F)cc2)O[C@H]1CO
 : -3.0	-0.2
> COc1cc2c(cc1NC(=O)c1nc3ncccn3n1)oc1ccccc12
 : 1.3	-0.4
> O=C(C[C@H]1CC[C@H](NC(=O)C2CCOCC2)[C@H](CO)O1)Nc1nccs1
 : 0.5	0.2
> C[C@H]1CCCCO[C@@H](CN(C)C(=O)c2ccncc2)[C@@H](C)CN([C@@H](C)CO)C(=O)c2cc(NS(C)(=O)=O)ccc2O1
 : .	-0.8
> COC(=O)C1C2CC3c4[nH]c5cc(OC)ccc5c4CCN3CC2CC(OC(=O)c2cc(OC)c(OC)c(OC)c2)C1OC (centres undefined)
 : .	-0.8

# Following part
# Values run as follows: EZH2 inh	IDH1 R132H inh
> c1ccc2nc(C3=NCCN3)cnc2c1
 : -0.4	-1.7
> COCCNc1nc2c(c(=O)n(C)c(=O)n2C)n1Cc1ccc(Cl)cc1Cl
 : -9.7	0.0
> COCC(=O)N[C@H]1C=C[C@H](CC(=O)NCc2ccccc2OC)O[C@@H]1CO
 : -1.8	0.0
> Cn1cnc(S(=O)(=O)N[C@@H]2CC[C@H](CC(=O)N3CCN(c4ccccc4)CC3)O[C@@H]2CO)c1
 : 14.0	0.3
> C[C@@H]1CN([C@H](C)CO)C(=O)c2cc(NC(=O)Cc3cn(C)c4ccccc34)ccc2O[C@H]1CN(C)C(=O)Nc1ccc(F)cc1
 : -18.6	.
> C[C@@H]1CN([C@@H](C)CO)C(=O)c2cccc(NC(=O)c3cnccn3)c2O[C@H]1CN(C)S(=O)(=O)c1cccs1
 : .	-0.8
> Cc1ccccc1-c1cnc2c(c1)C(=O)N([C@@H](C)CO)C[C@@H](C)[C@H](CN(C)Cc1cccnc1)O2
 : .	2.3
> CCCC#Cc1ccc2c(c1)O[C@@H](CN(C)C(=O)NC(C)C)[C@H](C)CN([C@H](C)CO)S2(=O)=O
 : -24.8	-0.3
> CC(C)NC(=O)N(C)C[C@H]1Oc2ccc(NC(=O)CCCCCC(=O)Nc3ccccc3N)cc2C(=O)N([C@@H](C)CO)C[C@H]1C
 : -6.4	0.1
> CO[C@@H]1CN(C)C(=O)c2cc(NS(C)(=O)=O)ccc2OC[C@H](C)N(Cc2cccnc2)C[C@H]1C
 : -0.5	-0.1

# Among those listed so far, 2 have bromine:
# Values run as follows: EZH2 inh	IDH1 R132H inh
> O=C(CCSc1nnc(-c2cccc([N+](=O)[O-])c2)o1)Nc1ccc(Br)cc1
 : 16.0	1.0
> CC(NS(=O)(=O)c1ccc(Cl)cc1)C(=O)Nc1cccc(Br)c1 (centres undefined)
 : 0.5	-0.6

# More structures follow.
# Values run as follows: EZH2 inh	IDH1 R132H inh
> C[C@H](CO)N1C[C@H](C)[C@@H](CN(C)C(=O)Nc2cccc(F)c2)OCc2cnnn2CCCC1=O
 : .	0.0
> Cc1cc(C(=O)Nc2cccc3c2O[C@@H](CN(C)Cc2ccc(-c4ccccc4)cc2)[C@@H](C)CN([C@@H](C)CO)C3=O)n(C)n1
 : 1.0	.
> C[C@H]1CN([C@@H](C)CO)C(=O)c2cccc(NC(=O)C3CC3)c2O[C@@H]1CN(C)C(=O)Nc1ccc(F)cc1
 : 0.9	.
> C[C@H](CO)N1C[C@H](C)[C@@H](CN(C)CC2CC2)Oc2ccc(NC(=O)C3CC3)cc2CC1=O
 : 3.9	-1.0
> C[C@H](O)C#Cc1ccc2c(c1)O[C@@H](CN(C)C(=O)CN(C)C)[C@@H](C)CN([C@@H](C)CO)S2(=O)=O
 : -1.6	0.0
> O=C(N[C@H]1CC[C@@H](CCNC(=O)C2CCC2)O[C@@H]1CO)c1ccncc1
 : -3.8	0.1
> CO[C@H]1CN(C)C(=O)c2cc(NC(=O)C3CC3)ccc2OC[C@@H](C)N(C(=O)c2ccccc2F)C[C@H]1C
 : -3.7	-0.1
> C[C@H]1CN([C@@H](C)CO)C(=O)c2cc(NS(=O)(=O)c3ccc(Cl)cc3)ccc2O[C@@H]1CN(C)C(=O)Nc1ccc2c(c1)OCO2
 : .	1.0
> CNC[C@H]1Oc2ccc(NC(=O)CCCN(C)C)cc2C(=O)N([C@@H](C)CO)C[C@H]1C
 : -5.3	1.0
> Cc1noc(C)c1S(=O)(=O)N(C)C[C@H]1Oc2ccc(NC(=O)CCN3CCOCC3)cc2CC(=O)N([C@@H](C)CO)C[C@H]1C
 : .	2.1

# Next section:
# Values run as follows: EZH2 inh	IDH1 R132H inh
> Cc1noc(C)c1S(=O)(=O)Nc1ccc2c(c1)C(=O)N([C@@H](C)CO)C[C@H](C)[C@H](CN(C)S(=O)(=O)c1cccs1)O2
 : .	0.1
> Cc1nn(C)c(C)c1NC(=O)CSc1nnc(-c2cccc(Br)c2)n1-c1ccccc1
 : -1.3	0.3
> O=C(Nc1ccc2c(c1)OCO2)N[C@@H]1CC[C@@H](CC(=O)N2CCN(c3ccccc3)CC2)O[C@H]1CO
 : 0.1	0.1
> O=C1C(=O)N(Cc2ccco2)C(c2ccccc2)C1C(=O)c1cccs1 (centres undefined)
 : -36.2	0.2
> CO[C@@H]1CN(C)C(=O)c2ccc(NC(=O)Nc3cccc(F)c3)cc2OC[C@H](C)N(C)C[C@@H]1C
 : -3.0	-0.4
> C[C@H](CO)N1C[C@H](C)[C@H](CN(C)C(=O)Nc2cccc3ccccc23)Oc2c(NC(=O)c3cnccn3)cccc2C1=O
 : 4.7	.
> C[C@H]1CN([C@@H](C)CO)C(=O)c2cccc(NS(=O)(=O)c3ccc(Cl)cc3)c2O[C@H]1CN(C)C(=O)NC1CCCCC1
 : -4.4	.
> C[C@H](CO)N1C[C@H](C)[C@@H](CN(C)Cc2ccc(-c3ccccc3)cc2)Oc2ccc(NS(=O)(=O)c3ccc(F)cc3)cc2CC1=O
 : .	0.1
> CCn1c(SCC(=O)Nc2ccc(Cl)c(Cl)c2)nnc1-c1cc2cccc(OC)c2o1
 : -23.6	0.0
> Cc1noc(C)c1S(=O)(=O)N(C)C[C@@H]1Oc2ccc(NC(=O)CCC(F)(F)F)cc2CC(=O)N([C@H](C)CO)C[C@@H]1C
 : .	2.8

# Carrying on:
# Values run as follows: EZH2 inh	IDH1 R132H inh
> CC(C)NC(=O)N(C)C[C@@H]1Oc2ccc(NC(=O)Cc3ccccc3)cc2CC(=O)N([C@H](C)CO)C[C@H]1C
 : .	0.0
> C[C@@H]1CN([C@H](C)CO)C(=O)c2cccc(NC(=O)CCCCCC(=O)Nc3ccccc3N)c2O[C@H]1CN(C)CC1CCCCC1
 : -16.2	-0.9
> CS(=O)(=O)Nc1ccc2c(c1)[C@H]1C[C@H](CC(=O)NCc3ccccn3)O[C@@H](CO)[C@H]1O2
 : 7.9	-0.1
> Cc1cccc(N(C)S(=O)(=O)c2ccc3c(c2)CCC(=O)N3)c1
 : -9.1	-0.6
> C[C@@H]1CN([C@@H](C)CO)S(=O)(=O)c2ccc(-c3ccc(C(=O)N(C)C)cc3)cc2O[C@H]1CN(C)C(=O)C1CCC1
 : 2.0	.
> O=C(CCCCCC(=O)Nc1ccccc1O)N/N=C/c1cc(Br)cc([N+](=O)[O-])c1O
 : 9.9	0.8
> CSc1ccccc1NC(=O)CSc1nnnn1-c1ccccc1C
 : 15.2	-0.2
> C[C@H](CO)N1C[C@H](C)[C@@H](CN(C)C(=O)Nc2ccc(F)cc2)OCc2cn(nn2)CCCC1=O
 : 1.6	-0.7
> Cc1ccc(S(=O)(=O)N(C)CC(=O)Nc2ccccc2C(N)=O)cc1
 : 2.6	-0.3
> CC(=O)N(C)C[C@@H]1Oc2ncc(C#CCC3CCCC3)cc2C(=O)N([C@H](C)CO)C[C@H]1C
 : -7.7	-0.4

# More records
# Values run as follows: EZH2 inh	IDH1 R132H inh
> CO[C@H]1CN(C)C(=O)c2cc(NC(=O)C3CC3)ccc2OC[C@H](C)N(Cc2nccs2)C[C@H]1C
 : -3.1	0.4
> CC(=O)c1ccccc1NS(=O)(=O)c1c(C)nn(-c2ccccc2)c1C
 : 2.3	-0.9
> CC(C)NC(=O)N(C)C[C@@H]1Oc2ccc(NC(=O)Nc3cccc4ccccc34)cc2C(=O)N([C@@H](C)CO)C[C@H]1C
 : -1.3	-9.3
> CC1Sc2ccc(Cl)cc2C(=O)/C1=C/N(C)C (centres undefined)
 : -9.5	-0.6
> C[C@@H]1CN([C@@H](C)CO)C(=O)Cc2cc(NC(=O)C3CC3)ccc2O[C@H]1CN(C)Cc1ccc(C(=O)O)cc1
 : .	-0.4

# Assay outcomes (PubChem)

# The list is partial; rates above refer to the full screens.
